Bioassay records as filed in PubChem.
FLuc modulator: firefly luciferase modulation, counter-screen for miR-21 project | P08659 | Potency, µM (series often up to 57.5 µM), for the others: at the highest dose activity change, negative = inhibition, actives largely listed as inhibitors | purified FLuc, Km substrates, luminescence inhibition | AID 588342 | actives 6.9% (n = 360,000); active = well fitted inhibition curve with a large enough effect; inconclusive = small, poorly fitted or top-dose-only effect;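 note: plate controls were vehicle for no effect and reference inhibitor for full effect; nearly all actives have a fitted effect of over 55% in size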
Target sequence (P08659 whole entry, looked up): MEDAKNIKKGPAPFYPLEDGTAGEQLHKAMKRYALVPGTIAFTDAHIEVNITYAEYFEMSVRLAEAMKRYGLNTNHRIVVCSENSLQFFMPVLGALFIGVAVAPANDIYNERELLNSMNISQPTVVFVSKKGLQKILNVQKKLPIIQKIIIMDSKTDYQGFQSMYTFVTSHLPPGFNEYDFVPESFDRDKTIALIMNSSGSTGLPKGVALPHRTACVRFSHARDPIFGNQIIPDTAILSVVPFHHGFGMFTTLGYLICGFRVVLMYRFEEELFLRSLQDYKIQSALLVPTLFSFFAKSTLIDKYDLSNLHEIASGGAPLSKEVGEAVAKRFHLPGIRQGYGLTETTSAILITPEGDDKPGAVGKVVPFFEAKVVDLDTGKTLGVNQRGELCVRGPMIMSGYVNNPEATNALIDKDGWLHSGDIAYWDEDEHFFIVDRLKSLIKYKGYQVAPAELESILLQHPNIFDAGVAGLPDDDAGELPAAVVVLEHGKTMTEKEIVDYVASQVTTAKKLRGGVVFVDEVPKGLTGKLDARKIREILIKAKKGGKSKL
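Biochemical qHTS of compounds, final roughly 60 µM downward over six points, against 10 nM purified firefly luciferase using Km concentrations of substrates (10 uM D-luciferin, 10 uM ATP) in Tris acetate pH 7.5 buffer; luminescence output.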
Starred values were filed as active, the others as inactive; u = inconclusive. Potency is the fitted concentration of half-maximal effect.

SMILES	FLuc modulator
Cc1ccc(CSc2nc3cc(C(=O)NC4CCCC4)ccc3c(=O)n2Cc2ccccc2)cc1	1.8%
CCn1c(C(=O)N2CCC(C(=O)NCCc3ccc(C)cc3)CC2)cc2sccc21	-6.6%
CCc1ccc(NC(=O)CSc2nc3ccccc3c(=O)n2CCNC(C)=O)cc1	-0.6%
CCOCCCNC(=O)C1CCN(C(=O)c2cc3sccc3n2C)CC1	4.0%
CCOC(=O)c1c(C)oc2nc(C)nc(NCC3CCN(Cc4cccc(C)c4)CC3)c12	-5.3%
CC(C)CC(=O)N1c2nc(C(C)C)nn2C2(CCCCC2)[C@@H]2CCCC[C@@H]21	-1.4%
Cc1ccc(C(=O)Nc2ccc3oc(-c4ccncc4)nc3c2)c(Cl)c1	u
CCOC(=O)c1c(-c2ccc(C)cc2)csc1NC(=O)c1cc(=O)c2cc(C)cc(C)c2o1	5.0%
COc1ccc(S(=O)(=O)N2CCN(Cc3nc4ccc(C)cc4o3)CC2)cc1OC	-7.5%
Cc1ccccc1Nc1sc(C(=O)c2ccccc2)c(N)c1S(C)(=O)=O	-0.6%
CCN(CC)C(=O)CSc1nc(-c2ccc(C)cc2)nc2c1Cc1c(CO)cnc(C)c1O2	-7.7%
Cc1ccc2nc(-c3ccc(NC(=O)c4ccc(S(C)(=O)=O)cc4)cc3)sc2c1	1.8%
CC(=O)c1ccc(NC(=O)c2nc(-c3ccc(Cl)cc3)n3c2CCCCC3)cc1	1.5%
Cc1cc2nn(-c3ccccc3)nc2cc1NC(=O)COc1ccc(Cl)cc1	0.7%
CCOc1ccc(N(CC)S(=O)(=O)N2CCCC(C(=O)NCCc3ccccc3OC)C2)cc1 (configuration not stated)	-13.0%
CCCCN(CCCC)c1nc(-c2ccccc2)nc2ccccc12	-7.0%
CCOc1ccc(CNS(=O)(=O)c2cc3c(cc2C)NC(=O)CO3)cc1OC	-2.8%
O=c1[nH]c2ccc(NCc3ccc(-c4ccc(F)cc4)o3)cc2[nH]1	6.8%
CNC(=O)C1CCC(Cn2c(=O)c3sccc3n(CC(=O)Nc3ccc(C)c(F)c3)c2=O)CC1 (configuration not stated)	-5.7%
CCCN(c1c(C)n(C)n(-c2ccccc2)c1=O)S(=O)(=O)c1ccc(C)cc1	-2.4%
CCOc1ccccc1Nc1sc(C(=O)c2ccc(Cl)cc2)c(N)c1C#N	-0.8%
O=C(CC(c1cccs1)N1Cc2ccccc2C1=O)Nc1ccc(Cl)cc1 (configuration not stated)	4.0%
COC(=O)c1cc2occc2n1CC(=O)Nc1ccc(N(C)C)cc1	3.7%
CCCNC(=O)Cn1ncc2c3ccccc3n(CCC)c2c1=O	-0.9%
COC(=O)c1scc(-c2ccc(C)cc2)c1S(=O)(=O)N1CCN(c2ccc(F)cc2)CC1	-10.7%
Cc1cccc(Cn2c(=O)n(Cc3ccc4c(c3)OCO4)c(=O)c3oc4ccccc4c32)c1	-2.7%
CC(=O)c1c(C)oc2ccc(N(C(=O)c3ccncc3)S(=O)(=O)c3ccc(F)cc3C)cc12	3.8%
CCOc1ccc(NC(=O)c2cc3c(-c4ccccc4F)nn(C)c3s2)cc1	u
Cc1nc2cc(C(=O)NCCC3=CCCCC3)ccc2n1-c1ccc(Br)cc1	-4.8%
COc1ccc(OC)c(NC(=O)CSC2=Nc3ccccc3C3=NC(CCC(=O)NC4CCCCC4)C(=O)N23)c1 (configuration not stated)	1.1%
COC(=O)c1ccccc1NC(=O)C1CCCN(c2nnc(C)c3c(C)n(-c4ccccc4)nc23)C1 (configuration not stated)	-2.5%
COc1ccc(Cl)cc1NC(=O)Cn1c(=O)n2nc(-c3ccccc3)nc2c2ccccc21	0.0%
COc1ccc(N(C(=O)c2cccc(C)c2)S(=O)(=O)c2ccc(Cl)cc2)cc1	-1.2%
O=C(Nc1ccc(Cl)cc1F)c1cnc2sc(N3CCOCC3)nn2c1=O	3.1%
CCOC(=O)c1cc(-c2ccccc2)n(CCC(=O)Nc2ccc(C)cc2Cl)c1C	0.9%
CN1CCN(c2nc3c(S(=O)(=O)c4ccccc4)nnn3c3ccsc23)CC1	0.9%
COc1cc(C2C(=O)N(C3CCCCCC3)CC(=O)N2CCC2=CCCCC2)ccc1OC(C)C (configuration not stated)	-3.4%
CCOC(=O)c1c(NC(=O)c2cc(=O)c3c(C)cc(C)cc3o2)sc(C(C)=O)c1C	-0.4%
Cc1ccc(C)c(NC(=O)c2nc(S(C)(=O)=O)ncc2N(Cc2ccc(C(C)(C)C)cc2)Cc2ccco2)c1	1.4%
CCn1c(CN2CCCCC2)nc2cc(NC(=O)c3ccc([N+](=O)[O-])cc3)ccc21	0.3%

Part of the list above, set out differently.
SMILES,FLuc modulator
CCCN(c1c(C)n(C)n(-c2ccccc2)c1=O)S(=O)(=O)c1ccc(C)cc1,-2.4%
CCOc1ccccc1Nc1sc(C(=O)c2ccc(Cl)cc2)c(N)c1C#N,-0.8%
O=C(CC(c1cccs1)N1Cc2ccccc2C1=O)Nc1ccc(Cl)cc1 (configuration not stated),4.0%
COC(=O)c1cc2occc2n1CC(=O)Nc1ccc(N(C)C)cc1,3.7%
CCCNC(=O)Cn1ncc2c3ccccc3n(CCC)c2c1=O,-0.9%
COC(=O)c1scc(-c2ccc(C)cc2)c1S(=O)(=O)N1CCN(c2ccc(F)cc2)CC1,-10.7%
Cc1cccc(Cn2c(=O)n(Cc3ccc4c(c3)OCO4)c(=O)c3oc4ccccc4c32)c1,-2.7%
CC(=O)c1c(C)oc2ccc(N(C(=O)c3ccncc3)S(=O)(=O)c3ccc(F)cc3C)cc12,3.8%
CCOc1ccc(NC(=O)c2cc3c(-c4ccccc4F)nn(C)c3s2)cc1,u
Cc1nc2cc(C(=O)NCCC3=CCCCC3)ccc2n1-c1ccc(Br)cc1,-4.8%
COc1ccc(OC)c(NC(=O)CSC2=Nc3ccccc3C3=NC(CCC(=O)NC4CCCCC4)C(=O)N23)c1 (configuration not stated),1.1%
COC(=O)c1ccccc1NC(=O)C1CCCN(c2nnc(C)c3c(C)n(-c4ccccc4)nc23)C1 (configuration not stated),-2.5%
COc1ccc(Cl)cc1NC(=O)Cn1c(=O)n2nc(-c3ccccc3)nc2c2ccccc21,0.0%
COc1ccc(N(C(=O)c2cccc(C)c2)S(=O)(=O)c2ccc(Cl)cc2)cc1,-1.2%
O=C(Nc1ccc(Cl)cc1F)c1cnc2sc(N3CCOCC3)nn2c1=O,3.1%
CCOC(=O)c1cc(-c2ccccc2)n(CCC(=O)Nc2ccc(C)cc2Cl)c1C,0.9%
CN1CCN(c2nc3c(S(=O)(=O)c4ccccc4)nnn3c3ccsc23)CC1,0.9%
COc1cc(C2C(=O)N(C3CCCCCC3)CC(=O)N2CCC2=CCCCC2)ccc1OC(C)C (configuration not stated),-3.4%
CCOC(=O)c1c(NC(=O)c2cc(=O)c3c(C)cc(C)cc3o2)sc(C(C)=O)c1C,-0.4%
Cc1ccc(C)c(NC(=O)c2nc(S(C)(=O)=O)ncc2N(Cc2ccc(C(C)(C)C)cc2)Cc2ccco2)c1,1.4%
CCn1c(CN2CCCCC2)nc2cc(NC(=O)c3ccc([N+](=O)[O-])cc3)ccc21,0.3%

Further results follow:
SMILES	FLuc modulator
O=C(CCc1nc2cccnc2n1Cc1cccs1)Nc1cccc(Cl)c1	-10.9%
Cc1c(C(=O)OCc2ccccc2)[nH]c2c1C(=O)CC(c1ccc(Cl)cc1)C2 (configuration not stated)	1.0%
COc1cc(-c2noc(CSc3nc(-c4ccccc4)cc(=O)[nH]3)n2)cc(OC)c1OC	u
Fc1ccc(Nc2nc(SCc3ccc(Cl)cc3)nc3ccccc23)cc1	-11.7%
CCOC(=O)c1cc(-c2ccccc2)n(CCC(=O)Nc2cc(C)cc(C)c2)c1C	-1.5%
COc1ccc(NC(=O)c2sc3nc(C)c(C(=O)Nc4ccc(C)cc4C)c(-c4ccccc4Cl)c3c2N)cc1	-0.9%
Cc1c(C(=O)NCc2ccccc2Cl)sc2nc3n(c(=O)c12)CCCC3	6.5%
CC(=O)Nc1ccc(C(=O)CSc2nnc3cc(C)c4ccccc4n23)cc1	-2.9%
O=C(CC1N=C2c3ccccc3N=C(SCC(=O)Nc3ccc(F)cc3)N2C1=O)NCc1cccs1 (configuration not stated)	-8.7%
Cc1ccccc1OCCSc1nnc(-c2ccc([N+](=O)[O-])cc2)o1	-6.5%
O=C(CN1C(=O)c2cccnc2Oc2ccc(Cl)cc21)Nc1cccc(C(F)(F)F)c1	1.1%
Cc1ccc(C(=O)COC(=O)c2cccc(NC(=O)c3ccc(Cl)cc3Cl)c2)cc1	0.849µM*
Cc1ccc(CSC2=Nc3ccccc3C3=NC(CC(=O)NCc4cccs4)C(=O)N23)c(C)c1 (configuration not stated)	-0.1%
COC(=O)c1ccccc1NC(=O)C1=CC(c2ccc3c(c2)OCO3)=NS(=O)(=O)N1C	-2.4%
Cc1ccc(-n2ncc3c(NCc4ccccc4)ncnc32)cc1C	21.3µM*
CCCn1c(=O)c2sccc2n2c(CCCC(=O)Nc3ccccc3F)nnc12	4.5%
CCn1c(=O)c2cc(C(=O)N3CCN(c4cccc(OC)c4)CC3)sc2c2ccccc21	-4.1%
Cc1ccccc1Nc1nnc(-c2ccc(C)c(S(=O)(=O)N3CCOCC3)c2)c2ccccc12	4.2%
CCCCN(CC)CCCNC(=O)c1cc2c(=O)[nH]c3ccccc3c2n1C	-3.8%
CCOc1ccccc1C(=O)Nc1ccc(S(=O)(=O)Nc2nc(C)cc(C)n2)cc1	-19.3%
O=C(c1ccc(F)cc1)N1c2nc(-c3ccco3)nn2C2(CCCCC2)[C@@H]2CCCC[C@@H]21	0.3%
COc1ccc(Cn2c(C(=O)O)c(CNCc3cccs3)c3ccc(C)cc32)cc1	-10.2%
Cc1ccc(-n2nc(C)c3c(C(=O)NCc4ccccc4)cc(C4CC4)nc32)cc1	9.4%
COc1ccccc1CNC(=O)CCn1cnc2ccccc2c1=O	3.2%
CSc1ncc(C(=O)Nc2ccc(C)c(Cl)c2)c(-c2ccccc2)n1	-13.4%
COC(=O)c1cc2occc2n1Cc1nc(-c2ccc(C)cc2)oc1C	4.5%
Cc1ccc2c(c1)C(c1ccccc1)N(C(=O)Cc1ccc(F)cc1)CC(=O)N2 (configuration not stated)	3.9%
CCCCCNC(=O)c1ccc2c(c1)ncn2-c1cccc(C)c1	-11.2%
O=C(CC1N=C2c3ccccc3N=C(SCc3cccc(F)c3)N2C1=O)NC1CCCCC1 (configuration not stated)	-2.5%
CCn1c(SCc2ccccc2C)nc(=O)c2c(C(=O)OC)cc(C3CC3)nc21	u
CCCN(CCC)c1nn2c(=O)c(C(=O)NCc3cccc(OC)c3)cnc2s1	-10.0%
COC(=O)c1sccc1S(=O)(=O)N(CC(=O)Nc1ccccc1F)c1ccccc1	-4.4%
Cn1nnc2c(N3CCN(c4ccccc4Cl)CC3)ncnc21	-13.4%
Cc1ccc(-n2ncc(C(=O)NCCCN3CCCCC3)c2C2CCN(C(=O)OC(C)(C)C)CC2)cc1	-5.9%
Cc1ccc(CNC(=O)c2cnc3c(-c4ccc(F)cc4)c(C)nn3c2C)o1	-1.5%
COc1ccc(Cl)cc1NS(=O)(=O)c1cc(-c2cc(C)no2)ccc1C	u
Cc1cccc(N(C)C(=O)C(Cc2ccccc2)NS(=O)(=O)c2cccc3nsnc23)c1 (configuration not stated)	-10.1%
Cc1c(C(=O)N2CCC(C)CC2)c(S(=O)(=O)N2CCN(c3cccc(Cl)c3)CC2)c(C)n1C	-3.0%
CCc1ccc(NC(=O)Cn2cc(S(=O)(=O)N3CCCC3)c(S(=O)(=O)N3CCCC3)c2)cc1	1.4%
Cc1oc(C)c2c(=O)cc(-c3ccc4c(c3)OCO4)cc(OC(=O)c3ccccc3Cl)c12	-18.9%
COc1ccc(CNC(=O)Cn2nc(N3CCN(c4ccccc4)CC3)ccc2=O)c(OC)c1	-1.4%
CC(C)NC(=O)Cc1csc2nc(-c3ccccc3)cn12	-7.8%
Cc1ccc(-n2ncc(C(=O)N3CCN(c4ccccc4F)CC3)c2C2CCN(C(=O)OC(C)(C)C)CC2)cc1C	-6.3%
COc1ccc(-n2ncc(C(=O)NCc3ccco3)c2C2CCN(C(=O)OC(C)(C)C)CC2)cc1	-1.0%
CC(C(=O)Nc1ccccc1)n1nnc2sc3c(c2c1=O)CCCC3 (configuration not stated)	-14.3%
COc1ccccc1NC(=O)c1cccc(S(=O)(=O)N2CCCCCC2)c1	-10.4%
COc1ccc(N2CCN(C(=O)c3cc4c(s3)-c3c(C)cccc3OC4)CC2)cc1	-6.4%
CCc1ccccc1NC(=O)c1cc(S(=O)(=O)N(CC)c2ccccc2)ccc1F	0.8%
CCOc1ccc(CNC(=O)c2cnc3sc(N(CC)CC)nn3c2=O)cc1OC	-2.4%
CC(NC(=O)c1cccc(Nc2nc3ccccc3n3nnnc23)c1)c1ccccc1 (configuration not stated)	-0.9%
COc1ccccc1Cn1cc(C(=O)c2ccc(F)cc2)c(=O)c2cc3c(cc21)OCO3	4.8%
CCOc1ccc(Br)cc1S(=O)(=O)Nc1cccc(-c2ccc(OC)nn2)c1	u
CCCOc1ccc(C2C(=O)N(C3CCC(C)CC3)CC(=O)N2Cc2cccc(OC)c2)cc1OC (configuration not stated)	-1.9%
Cc1ccc(Sc2c(C)nn(C(=O)COc3ccc(F)cc3)c2C)cc1	-6.5%
COc1ccc(CNC(=O)C2CCN(S(=O)(=O)c3c(C)noc3/C=C/c3ccccc3F)CC2)cc1	-12.6%
CC1CCN(C(=O)CSc2nc3ccccc3nc2Cc2ccccc2)CC1	-4.2%
CCCNC(=O)CSc1c(CCC)cnc2c1c(=O)n(C)c(=O)n2C	-0.9%
CCCN(CCC)C(=O)c1c[nH]c2ccc(S(=O)(=O)N(C)c3ccc(OCC)cc3)cc2c1=O	u
CC(=O)N1CCc2cc(Br)cc(S(=O)(=O)N3CCN(c4cc(C)ccc4C)CC3)c21	-7.0%
CN(C)c1ccc(C(CNS(=O)(=O)c2ccc(F)cc2)N2CCOCC2)cc1 (configuration not stated)	-1.4%
Cc1cccc(Cn2c(C)c(CNC3CCCCC3)c(C(=O)O)c2C)c1	2.1%

A portion of the library, so the mix of outcomes need not match the whole.
